# TDP-43 yeast inh: TDP-43 toxicity inhibition in yeast | TDP-43 expressing yeast growth rescue, BacTiter-Glo, 24 h | Potency, µM (doses to about 46.1 µM), for inactives: at the highest dose growth rescue (activation), most hits filed as activators | hit rate 1.8% among 410,000; also: potency is read from the fitted curve at half-maximal effect; % of control where 0% means no effect; nearly all actives have a fitted effect of over 50% in size
#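 Growth rescue of TDP-43-toxic yeast measured as ATP luminescence (BacTiter-Glo). Cells grown to mid-log in raffinose, induced in galactose at OD600=0.02, exposed to compound 24 hr at 30 deg C.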
# Abeta yeast res: restores growth of yeast expressing A-beta42 peptide | AID 1347071 | hit rate 0.063% among 410,000 | yeast expressing A-beta42, growth rescue, OD600, 48 h; response scale: 0% DMSO, 100% iron-clioquinol control | Potency, µM (titrated, usually from 46.1 µM), without a hit: at the top dose growth rescue, usual class: activators; also: potency is read from the fitted curve at half-maximal effect; nearly all actives have a fitted effect of over 55% in size
#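 Yeast A-beta toxicity model in growth medium with pinned compounds, 48 h at 30 C; growth read as absorbance at 600 nm. Normalized to FeCl3/clioquinol equimolar mix (positive) and DMSO (negative).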
# GLP-1R inv ag: acts as inverse agonist at human GLP-1 receptor. HEK293 GLP-1R CRE-luciferase, luminescence, 24 h; GLP-1R form is constitutively active. hit rate 1.6% among 410,000. P43220. Potency, µM (top dose mostly 38.3 µM), inactives show at the top dose activity change, negative = inhibition, usual class: inhibitors; also: potency is read from the fitted curve at half-maximal effect; % is scaled to controls: 0 for no effect and ±100 for the full control effect; nearly all actives have a fitted effect of over 55% in size
# Target sequence (P43220 whole entry, looked up): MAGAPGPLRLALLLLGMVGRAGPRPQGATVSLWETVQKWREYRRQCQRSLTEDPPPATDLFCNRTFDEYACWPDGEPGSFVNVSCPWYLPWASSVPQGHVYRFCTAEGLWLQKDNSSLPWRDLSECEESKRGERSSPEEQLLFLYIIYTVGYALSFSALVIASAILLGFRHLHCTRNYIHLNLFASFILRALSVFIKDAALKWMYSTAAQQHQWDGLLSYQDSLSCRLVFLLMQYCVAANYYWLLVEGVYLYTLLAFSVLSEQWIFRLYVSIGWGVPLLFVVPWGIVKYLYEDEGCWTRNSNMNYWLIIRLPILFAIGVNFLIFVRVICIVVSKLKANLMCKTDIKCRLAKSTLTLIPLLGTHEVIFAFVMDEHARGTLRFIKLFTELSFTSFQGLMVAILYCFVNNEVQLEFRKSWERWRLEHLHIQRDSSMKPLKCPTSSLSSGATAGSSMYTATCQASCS
#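 Using stably transfected HEK293 (constitutively active GLP-1R, cAMP-luciferase reporter), compounds were incubated 24 hr and luciferase measured by luminescence.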
# Akt phos inh: Akt phosphorylation inhibition; Neuro2A IGF-stimulated pAkt S473 HTRF, 20 min; stronger effect = lower value; activity change, % for hits at 50 µM; hit rate 0.32% among 360,000; AID 651550; in the data active = activity change below about -80%; inconclusive = mostly about -51% to -80%; also: % is scaled to controls: 0 for no effect and ±100 for the full control effect
#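 Neuro2A cells (4,500/well, DMEM with 0.5% FBS) were treated with compound at a single 50 µM final concentration, stimulated with 6 nM IGF for 20 min at 37 °C, and lysed. Phospho-Akt Ser473 was read by HTRF as 665/615 ratio ×10^4.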
# Mm-Cpn inhibitor: inhibitors of Methanococcus maripaludis chaperonin (MmCpn); hit rate 0.031% among 330,000; purified Mm-Cpn ATPase, ADP Transcreener TR-FRET; Potency, µM (series often up to 76.9 µM), without a hit: top-dose activity, negative = inhibition, most hits filed as inhibitors; also: potency is read from the fitted curve at half-maximal effect; % is scaled to controls: 0 for no effect and ±100 for the full control effect; nearly all actives have a fitted effect of over 80% in size
#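 Measured: ADP formation by purified Mm-CPN. Conditions: 25 nM protein, 10 uM ATP, Tris pH 7.4 with Mg2+, K+ and DTT, 37°C for 30 min. Detection: Transcreener HTRF after 30 min at room temperature.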
# FUS suppressor: FUS proteinopathy suppression in yeast. S. cerevisiae FUS-expressing, growth rescue, OD600, 24 h. hit rate 0.24% among 390,000. Potency, µM (highest dose often 76.6 µM), for the others: at the top dose growth rescue (activation), most hits filed as activators;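 also: potency is read from the fitted curve at half-maximal effect; plate controls were DMSO vehicle for no effect and reference control for full effect; nearly all actives have a fitted effect of over 55% in size; some results filed as inactive show a strong effect at the top dose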
#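 Yeast FUS proteinopathy model; galactose-induced FUS (2%), starting OD 0.005. Cpds in dilution series, 24hr, 30C, 99% humidity. Abs 600 nm growth. Pos ctrl CP55940 (top 92uM final); neg ctrl DMSO.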
# PTHR1 agonist: agonists of human PTHR1 parathyroid hormone receptor. Q03431. HEK293 GP2 PTHR1 cells, GloSensor cAMP luminescence, 1 h. Potency, µM (highest dose often 115 µM), inactives show at the highest dose activation, usual class: activators. hit rate 0.075% among 410,000; also: potency is read from the fitted curve at half-maximal effect; nearly all actives have a fitted effect of over 55% in size; some results filed as inactive show a strong effect at the top dose; inactives centre near -15; many of its hits are not listed in these tables
# Target sequence (Q03431 whole entry, looked up): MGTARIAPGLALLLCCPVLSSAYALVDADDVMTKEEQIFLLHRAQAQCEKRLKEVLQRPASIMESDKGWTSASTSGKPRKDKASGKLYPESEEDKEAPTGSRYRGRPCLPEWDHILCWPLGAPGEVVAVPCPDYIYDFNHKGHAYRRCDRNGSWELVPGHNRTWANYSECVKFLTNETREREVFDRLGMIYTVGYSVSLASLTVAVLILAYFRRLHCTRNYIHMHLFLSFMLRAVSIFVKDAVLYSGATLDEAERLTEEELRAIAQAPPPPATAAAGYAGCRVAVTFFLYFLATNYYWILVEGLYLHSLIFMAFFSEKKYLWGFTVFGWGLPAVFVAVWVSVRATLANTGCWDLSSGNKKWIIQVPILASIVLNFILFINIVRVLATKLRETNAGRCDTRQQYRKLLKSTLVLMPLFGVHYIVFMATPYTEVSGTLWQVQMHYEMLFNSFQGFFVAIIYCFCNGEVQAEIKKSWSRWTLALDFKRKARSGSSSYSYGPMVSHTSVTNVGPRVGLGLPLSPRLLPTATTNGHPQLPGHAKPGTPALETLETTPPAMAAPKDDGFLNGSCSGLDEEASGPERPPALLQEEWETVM
#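 HEK-293-derived GP2 cells expressing PTHR1 and a GloSensor cAMP reporter, 3,000/well, plated overnight, given luciferin plus IBMX (each 0.5 mM as added) for 1 h at 37 °C, then compound for 1 h at 37 °C. Luminescence was read after 15 min at room temperature.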
# aSyn yeast inh: rescues yeast growth from alpha-synuclein toxicity; hit rate 0.14% among 370,000; Potency, µM (top dose mostly 46.1 µM), for the others: at the highest dose growth rescue (activation), most hits filed as activators; Yeast expressing alpha-synuclein, growth rescue, BacTiter-Glo, 24 h; also: potency is read from the fitted curve at half-maximal effect; % of control where 0% means no effect; nearly all actives have a fitted effect of over 65% in size
#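 Readout is rescue of growth in alpha-synuclein-expressing yeast, so inhibitors of toxicity appear as activators. Growth after 24 hr at 30 deg C in galactose medium is quantified by luminescence.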
# HEK293 tox: cytotoxicity in counter-screen for GLP-1R inverse agonists | HEK293 cAMP-luciferase reporter cells, luminescence, 24 h | Potency, µM (top dose mostly 38.3 µM), without a hit: top-dose activity change, negative = inhibition, hits mostly inhibitors | hit rate 0.13% among 410,000;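 also: loss of luciferase light is scored as toxicity; potency is read from the fitted curve at half-maximal effect; % is scaled to controls: 0 for no effect and ±100 for the full control effect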
#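 Quantitative HTS format, 1536 wells, 200 cells/uL seeded. Compounds: 23 nL, 24 h, 37 °C. Detection: luciferase reagent, luminescence at 12 min RT; decreased signal taken as cytotoxic.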
# The depositor's hits bear a star; i = inactive; ? = inconclusive; / = not tested or not shown; & = joins results of further samples; [ ] = another dose, or the depositor's remark. Unless noted, calls follow the shape of the dose curve; as a rule, active = well fitted curve in the direction sought with a large enough effect; inconclusive = small, poorly fitted or top-dose-only effect, or another doubt; inactive = no such curve, though single readings can be large; an effect the other way counts as inactive or inconclusive.
# Sample of the layout:
SMILES,TDP-43 yeast inh,Abeta yeast res,GLP-1R inv ag,Akt phos inh,Mm-Cpn inhibitor,FUS suppressor,PTHR1 agonist,aSyn yeast inh,HEK293 tox
COc1ccc(-c2nnn(CC(=O)NCc3cccs3)n2)cc1OC,-1%,6%,75%[activator],i,-14%,?,-32%[inhibitor],0%,4%
O=C1CCCN1CCCN1C(=O)N[C@@H](Cc2ccccc2)C1=O,3%,14%,-6%,i,0%,-3%,-17%[57.5 µM],2%,4%

# Main list (from the top)
SMILES,TDP-43 yeast inh,Abeta yeast res,GLP-1R inv ag,Akt phos inh,Mm-Cpn inhibitor,FUS suppressor,PTHR1 agonist,aSyn yeast inh,HEK293 tox
COc1ccc(-c2nnn(CC(=O)NCc3cccs3)n2)cc1OC,-1%,6%,75%[activator],i,-14%,?,-32%[inhibitor],0%,4%
O=C1CCCN1CCCN1C(=O)N[C@@H](Cc2ccccc2)C1=O,3%,14%,-6%,i,0%,-3%,-17%[57.5 µM],2%,4%
C/C(=N\N)c1c(-c2ccccc2)c2cc(Br)ccc2[nH]c1=O,-15%,-10%,0%,i,-1%,33%,7%,0%,7%
CCOC(=O)CN(C(=O)CNC(=O)c1ccco1)C(C(=O)NC1CCCC1)c1ccccc1OCC (configuration not stated),3%,7%,4%,i,-1%,8%,i,2%,-9%
CCC(NS(=O)(=O)c1ccc(OC)cc1)C(=O)O (configuration not stated),6%,31%,2%,i,2%,-25%,-21%,5%,-9%
CC[n+]1c(C)sc2c3ccsc3ccc21,-1%,0%,-1%,i,-1%,/,i,-3%,17%
O=C(c1ccc2c(c1)OCO2)N(CC1CCCO1)C1(C(=O)NC2CCCC2)CCCCC1 (configuration not stated),-5%,17%,-10%,i,0%,11%,i,6%,-9%
CSc1ccccc1OCc1cc(C(=O)N2CCc3c(Cl)cccc3C2)no1,11%,-1%,?,i,0%,-24%,-4%,9%,3%
Cc1ccc(-c2c(C(=O)NC(C)C)oc(=O)c3ccccc23)cc1,-18%[0.397 µM],-4%,?,i,0%,10%,-3%,1%,-12%
Cc1cc(C(=O)NCc2ccco2)c2ccccc2n1,17%,-6%,14%,i,1%,-4%,-2%,1%,14%
CN(C)CCCNC(=O)CC(c1ccc(F)cc1)c1ccco1 (configuration not stated),18%,16%,?,i,2%,-12%,i,2%,0%
COc1ccc(Cl)cc1NC(=O)N1CCN(c2ccccc2OC)CC1,11µM*,4%,?,i,0%,?,?,13%,-10%
CCOc1ccsc1C(=O)OC,-15%,9%,11%,i,1%,22%,5%,-4%,-2%
CCOc1ccc2nc(N(CCCN(C)C)C(=O)c3ccc(S(=O)(=O)N4CCCC4)cc3)sc2c1,-4%,15%,?,i,1%,?,-13%,-2%,0%
N/C(Cc1cccc2ccccc12)=N\OC(=O)c1cccs1,9%,3%,-28%,i,1%,/,i,3%,1%
CCn1c(COc2cccc3cccnc23)nnc1SCC(=O)O,0%,5%,-16%,i,0%,0%,-2%,0%,3%
CCOc1ccc(NC(=O)c2cc3c(C)nc4ccccc4c3o2)cc1,23%,18%,?,i,-2%,-8%,-20%,-5%,1%
Cn1c(C(=O)NCCN2CCc3ccccc3C2)cc2c(=O)[nH]c3ccccc3c21,8%,-7%,11%,i,-2%,9%,i,9%,-2%
Cc1ccc(/C=C/c2nc3ccccc3[nH]2)o1,-11%,-26%,-11%,i,-4%,30%,-29%,-10%,11%
CCCOc1ccc(OC(=O)c2cn(-c3ccc(OC)cc3)c(=O)c3ccccc23)cc1,12%,5%,-23%,/,/,11%,-23%,/,2%
CCN1C(N(C)CCc2c[nH]c3ccccc23)=N[C@@H](c2cccc(C(F)(F)F)c2)C(C(=O)OC)=C1C,-4%,4%,10µM*,i,1%,-5%,-25%,-5%,-12%
COc1cc(OC)cc(C(=O)Nc2ccccc2-c2nc3ccccc3s2)c1,5%,-11%,6%,/,/,-5%,i,/,3%
CCn1c(SCC(=O)Nc2ccc3c(c2)OCCO3)nnc1C1CC1,-2%,11%,6%,i,-14%,-7%,-1%,-5%,-4%
CCOC(=O)C1CCN(C(=O)C2CCN(S(=O)(=O)c3cc(Cl)ccc3OCC)CC2)CC1,3%,7%,2%,i,-1%,/,-4%,12%,-19%
O=S(=O)(Nc1cccc(-n2cnnn2)c1)c1cc(Br)ccc1Br,2%,15%,-16%,i,-5%,-14%,-35%[inhibitor],2%,-8%
COc1ccccc1CNC(=O)CCS(=O)(=O)c1ccc2c(c1)CCN2C(C)=O,2%&0%,2%&-10%,7%&15%,i,2%,0%&-4%,-12%,4%,-6%&5%
COc1ccc(NC(=O)C2=C(C)Nc3nc(SCc4ccc(C)cc4C)nn3C2c2cccc(OC)c2OC)cc1 (configuration not stated),?,?,3%,/,/,4%,i,/,6%
Cc1c(C(=O)O)oc2ccc(S(=O)(=O)NCCC3=CCCCC3)cc12,-16%,0%,0%,i,1%,13%,13%[57.5 µM],-4%,-12%
O=C(Nc1nccs1)c1ccc(Cl)nc1,8%,0%,2%,i,-2%,-18%,i,-1%,-19%
Cc1ccc(C(=O)OCC(=O)NC2CCCCCCC2)cc1C,17%,1%,-20%,i,/,-26%,-35%[inhibitor],?,-4%
CCOC(=O)N1CCN(S(=O)(=O)c2ccc(OC)cc2)CC1,2%,13%,2%,i,3%,-28%,-3%,-10%,-8%
C#CCn1c(=NC(=O)CN2C(=O)CCC2=O)sc2cc(S(N)(=O)=O)ccc21,1%,2%,4%,i,-1%,21%,15%,-9%,11%
COc1cccc(NC(=O)CC(=O)c2ccccc2)c1,24%,4%,-16%,i,0%,4%,i,16%,1%
Cc1ccc(C(=O)NC2CCN(S(=O)(=O)c3ccc(C)cc3)CC2)cc1,-20%,-15%,-10%,i,0%,24%,-6%,-18%,5%
Cc1ccc(C2C(C(=O)c3cccs3)=C(O)C(=O)N2CCN2CCOCC2)o1 (configuration not stated),3%,1%,14%,i,-1%,10%,i,3%,-1%
COc1ccc(C(=O)c2cn(Cc3ccc(C)cc3)c3cc4c(cc3c2=O)OCO4)cc1,16%,-3%,16%,/,/,9%,i,/,-20%
CC(=O)C1=C(O)C(=O)N(c2ccc(C)cc2)C1c1ccccn1 (configuration not stated),-6%,-10%,7%,i,-4%,18%,-1%,-2%,-13%
O=C(O)CSc1nc2c(cnn2-c2ccccc2)c(=O)n1-c1ccc(Br)cc1,-4%,-14%,-4%,i,0%,-1%,i,-15%,0%
O=c1[nH]ncc(N2CCCC2)c1Cl,-13%,1%,11%,i,2%,14%,i,1%,-1%
Cc1cc(Oc2ccccc2)nc(SCC(=O)Nc2ccccc2)n1,4%,13%,0%,i,1%,9%,i,3%,3%
Cc1cc(C(=O)CSc2nncs2)c(C)n1Cc1ccco1,20%,1%,?,i,3%,24%,-54%,1%,4%
CC(C)(C)c1ccc2cccc(F)c2n1,19%,-6%,6%,i,/,-13%,-14%,4%,0%
CCOC(=O)N1CCN(CC(=O)Nc2ccc([N+](=O)[O-])cc2C(=O)Nc2ccccc2F)CC1,-23%,-18%,?,i,-2%,-2%,-35%[inhibitor],-7%,-10%
O=C(CSc1nncs1)NCCCc1ccccc1,0%,0%,9%,i,0%,-6%,-10%,12%,-4%
Cc1ccc(CN2c3ccccc3-c3nc(SCC(=O)NCc4ccccc4)ncc3S2(=O)=O)cc1,-7%,-11%,8%,/,/,-15%,10%,/,22%
Cc1c(NS(=O)(=O)c2ccc(Cl)cc2)c(=O)n(-c2ccccc2)n1C,11%,0%,3%,/,/,-16%,-16%,-7%,-4%
CC(C)c1ccc2[nH]c(O)c(N=NC(=O)c3cccc(S(=O)(=O)Nc4ccc(Cl)cc4)c3)c2c1,-21%,10%,6%,i,2%,1%,-6%,-1%,-3%
O=S(=O)(CCc1nc2ccccc2s1)c1ccc(Cl)cc1,-14%,-9%,6%,i,2%,-5%,i,2%,3%
CCOC(=O)COc1ccc2c(c1)C(=O)CC(C)(C)O2,-3%,9%,-2%,i,-1%,23%,i,0%,24%
O=C(COC(=O)C1CC(=O)N(c2ccc3c(c2)OCCO3)C1)Nc1ccc2c(c1)CCC2 (configuration not stated),22%,15%,-3%,i,1%,9%,i,22%,0%
O=C1NCC(c2ccccc2)C1C(=O)N/N=C/c1ccc(Cl)s1 (configuration not stated),-20%[9.22 µM],-12%,-22%,i,4%,11%,-24%,-1%,-1%
Cc1ccc(NC(=O)CCn2c(=O)c3cccn3c3ccccc32)c(C)c1,-13%,-16%,?,i,0%,29%,1%,2%,-27%
COc1ccc(C(=O)C2CCCN(C(=O)Cc3c(C)noc3C)C2)cc1OC (configuration not stated),2%,-1%,15%,i,-2%,-4%,-7%,-1%,-17%
Cc1c(Cl)cccc1NC(=O)Nc1c(C)n(C)n(-c2ccccc2)c1=O,-3%,11%,2%,i,1%,17%,i,-1%,-1%
CCC(=O)Oc1ccc(C(=O)Nc2cccc(NC(=O)c3ccco3)c2)cc1,17%,-5%,-20%,i,-3%,-3%,i,-7%,-23%
CC(=O)Nc1ccc(S(=O)(=O)N(C)c2ccc(OCC(=O)OCC(=O)N3CCCCC3)cc2)cc1,10%,18%,-6%[0.307 µM],i,2%,?,-24%,1%,6%[0.307 µM]
COc1ccc(-n2nc(C(=O)NCC(=O)NCCCN3CCOCC3)c3ccccc3c2=O)c(OC)c1,-17%,-18%,3%,i,1%,16%,i,-8%,4%

# These rows are one share of the data; rates above refer to the full screens.
